# Assay outcomes deposited in PubChem by several laboratories.
# TRPN1 ag – zebrafish TRPN1 channel agonists, primary screen, cell-based, HEK293, calcium fluorescence | 0.18% of 220,000 active | transient receptor potential cation channel N1 (TRPN1/NompC), Danio rerio | activation, % at 3 µM | AID 1424, 2008 | HEK293 zebrafish TRPN1-YFP, Fluo-8 calcium fluorescence; 100% = response to 87 µM carbachol;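 active = activation above its plate's cutoff, the mean activation of test wells on that plate plus 3 SD, cut at about 19% in these data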;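 also: 0% = DMSO alone and 100% = 87 µM carbachol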
#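 Material: zebrafish TRPN1-YFP in HEK293 cells; Doses: single test compound dose, 3 µM nominal, 0.3% DMSO; Timing: dye loading 1 h at 37 °C, then 30 min room temperature; Technique: intracellular calcium fluorescence with Fluo-8; Benchmarks: high carbachol 87 µM, low DMSO alone.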
# TNF necrop inh – inhibitors of TNF-alpha triggered necroptosis, primary screen, cell-based, Jurkat FADD-/-, single concentration | 0.068% of 220,000 active | activation (protection from cell death), % at 10 µM | AID 463075, 2010 | Jurkat FADD-/- TNF necroptosis rescue, ATP luminescence, 24 h; 0 = TNF only, 100 = no-TNF cells;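 active = activation, meaning protection from cell death, of at least 50% relative to plate controls; inactive = activation below 50%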;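 also: necroptosis triggered by 40 ng/mL TNF-alpha added together with compound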
# Mdm2 ligase inh – MDM2-luciferase reporter signal enhancers, primary screen, MDM2 E3 ligase inhibitor project, cell-based, luminescence, 1536-well | E3 ubiquitin-protein ligase Mdm2 (Homo sapiens), Q00987 | cell-based MDM2 ubiquitination luciferase reporter, 2 h; 0 = plate control, 100 = twice control, blank-subtracted | signal enhancement, % at 5 µM | 0.11% of 210,000 active | AID 1230, 2008;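 active = signal enhancement of 30% or more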;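 also: luminescence tracks abundance of the self-degrading MDM2-luciferase fusion protein; higher signal means inhibition of MDM2 E3 ligase activity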
#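 Assay system: mammalian cells stably expressing self-ubiquitinating, self-degrading MDM2 E3–luciferase fusion. Quantity: 2000 cells in each well. Medium: DMEM culture medium. Compound dosing: single-point 5 µM. Timing: cell settling 4 h, compound treatment 2 h, both 37 °C. Technique: luciferase luminescence. Read-out basis: percent signal gain over controls, blank-subtracted. Benchmarks: plate controls and plate blanks.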
# p47phox inh – p47phox/p22phox peptide binding inhibitors, primary screen, biochemical, uHTS, NADPH oxidase regulatory subunit; Neutrophil cytosol factor 1 (Homo sapiens), P14598; fluorescence polarization, 2 h; inhibition, % at 24.7 µM; 0.53% of 220,000 active;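 active = inhibition above about 30%, limit read from the data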;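 also: 0% = p47phox with labelled peptide and 100% = labelled peptide alone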
# PPC-1+TRAIL kill – compounds killing PPC-1 cancer cells with TRAIL present, primary screen, TRAIL potentiator project, ATPLite luminescence, uHTS; PPC-1 cells + TRAIL, ATPLite viability luminescence; cell killing (% activity), % at 4 µM; 0.41% of 220,000 active; AID 1443, 2008;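 active = cell killing above 50% in the first pass at 4 µM, then a duplicate retest at 5 µM averaging 50% or more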;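 also: plate controls were cells with TRAIL plus DMSO for no effect and medium-only wells lacking cells for full effect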
# Runt-SMMHC FRET – inhibitors of RUNX1 Runt–CBFb-SMMHC binding, primary screen, biochemical, FRET, Cerulean-Runt, Venus-CBFb-SMMHC, uHTS; Cerulean-Runt/Venus-CBFb-SMMHC FRET ratio 530/480, 1 h; inhibition, % at 20 µM; 0.74% of 220,000 active;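 active = mean inhibition across duplicate retests at 20 µM reaching about 50%, limit read from the data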;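 also: 0% = DMSO wells and 100% = wells with excess untagged CBFb-SMMHC; inhibitors lower the FRET ratio by blocking Runt binding to CBFb-SMMHC; some results filed as inactive read as strong as hits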
# EBV gp42 inh – Epstein-Barr virus gp42 inhibitors, primary screen, biochemical, uHTS, fluorescence polarization | Glycoprotein 42 (Epstein-Barr virus (strain AG876)), Q1HVG2 | Fluorescence polarization binding assay, mP read-out | inhibition, % (tested at 21.74 µM) | 0.42% of 220,000 active; in the data active = inhibition above about 50%
# Target sequence (Q1HVG2 whole entry, looked up): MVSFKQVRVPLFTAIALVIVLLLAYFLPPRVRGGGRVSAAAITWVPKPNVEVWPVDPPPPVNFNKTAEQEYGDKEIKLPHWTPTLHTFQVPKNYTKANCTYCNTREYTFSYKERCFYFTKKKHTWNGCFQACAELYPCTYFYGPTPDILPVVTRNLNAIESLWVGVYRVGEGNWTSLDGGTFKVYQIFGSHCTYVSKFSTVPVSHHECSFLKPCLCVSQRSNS
# CHOP inh – inhibitors of CHOP promoter induction, primary screen, cell-based, unfolded protein response, luciferase reporter | inhibition, % at 10 µM | CHO-K1 CHOP-promoter luciferase, tunicamycin-induced, 15-18 h | AID 2732, 2010 | 3.8% of 220,000 active;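 active = compounds that reduced the stress-induced luciferase reporter signal by more than about 70% of percent inhibition, limit read from the data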;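 also: 0% = tunicamycin plus vehicle and 100% = wells without tunicamycin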
# TRPML3 agonist – human TRPML3 channel agonists, primary screen, cell-based, HEK293 TRPML3-YFP, Fluo-8 calcium fluorescence, 3 µM. activation, % at 3 µM. 100% = the carbachol control signal. Mucolipin-3 (Homo sapiens), Q8TDD5. 0.29% of 220,000 active. AID 1448, 2008;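 active = activation above its plate's cutoff, the mean activation of the plate's test wells plus 3 SD, cut at about 12% in these data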;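 also: 0% = DMSO only wells and 100% = carbachol wells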
# Target sequence (Q8TDD5 whole entry, looked up): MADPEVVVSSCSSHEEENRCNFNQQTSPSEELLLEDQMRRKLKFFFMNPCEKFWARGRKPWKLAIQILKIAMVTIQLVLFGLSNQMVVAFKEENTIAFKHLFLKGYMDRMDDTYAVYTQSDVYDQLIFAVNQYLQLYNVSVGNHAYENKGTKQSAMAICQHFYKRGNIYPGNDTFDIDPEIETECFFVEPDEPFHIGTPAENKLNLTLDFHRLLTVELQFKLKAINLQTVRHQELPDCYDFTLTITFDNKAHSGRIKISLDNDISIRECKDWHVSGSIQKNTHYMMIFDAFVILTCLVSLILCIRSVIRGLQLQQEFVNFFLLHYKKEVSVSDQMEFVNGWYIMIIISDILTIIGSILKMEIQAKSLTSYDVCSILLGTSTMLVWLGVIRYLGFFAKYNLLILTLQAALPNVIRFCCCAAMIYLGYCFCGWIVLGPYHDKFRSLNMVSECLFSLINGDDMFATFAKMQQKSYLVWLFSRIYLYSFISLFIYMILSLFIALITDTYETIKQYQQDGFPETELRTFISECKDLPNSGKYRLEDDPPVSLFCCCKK
#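 Test system: TRPML3-YFP stable HEK293 cells. Doses: single point at 3 µM. Incubation: dye loading 1 h 37 °C then 30 min ambient, 125 s read. Signal: Fluo-8 calcium dye fluorescence, ex 470-495, em 515-575 nm. Measure: percent activation from peak-to-basal fluorescence ratio, scaled between DMSO and carbachol.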
# Numbers without * were called inactive; / = not tested or not shown; [ ] = dose if it differs, or a comment. Not a hit list; any-hit rate near 5.9%.
SMILES,TRPN1 ag,TNF necrop inh,Mdm2 ligase inh,p47phox inh,PPC-1+TRAIL kill,Runt-SMMHC FRET,EBV gp42 inh,CHOP inh,TRPML3 agonist
CC1=C/C(=N\OS(=O)(=O)c2ccccc2)C=CC1=O,9.2,-20,-27,53*,5,-4,-22,108*,7.9
CC(NS(=O)(=O)c1ccc(CCC(=O)N2CCN(C)CC2)cc1)c1ccccc1 (centres undefined),0.2,-0.2,14,-13,2,-3,-10,26,0.5
O=c1oc2ccccc2c2c1ncn2CCN1CCOCC1,2.0,-1.0,-1,-4,21,1,-17,-3,0.3
COc1ccccc1NC(=O)Nc1nnc(CC(=O)Nc2cccc(C)c2)s1,1.7,0.4,/,-26,13,0,-13,6,0.9
COc1ccc(/C(O)=C2/C(=O)C(=O)N(CCCN(C)C)C2c2ccccc2)cc1Cl (centres undefined),0.7,0.4,-16,-2,-1,1,-3,13,0.9
CCCn1nnc(NC(=O)c2sc3ccccc3c2Cl)n1,-0.4,-1.8,-28,4,9,0,-8,-16,0.2
COc1cccc(/C=C/C(=O)OCC(=O)Nc2cccc(S(=O)(=O)N3CCCCC3)c2)c1OC,2.0,-0.2,-15,-22,14,1,-7,19,0.8
CC(C)c1nnc(-c2ccc(Cl)cc2)c(N(C)C)n1,-3.3,75*,-39,-9,12,-3,-18,2,-1.1
CCc1ccc(NC(=O)C(C)OC(=O)C2CCC(=O)N2)cc1 (centres undefined),0.2,-0.7,-34,2,3,-4,-4,-5,0.7
CCc1cccc(OC2OC(CO)C(O)C(O)C2NC(C)=O)c1 (centres undefined),-0.4,0.2,-19,-2,4,3,-2,5,0.7
COc1nccnc1NS(=O)(=O)c1ccc(NC(=S)NC(=O)c2ccccc2F)cc1,0.5,1.3,-11,5,28,4,17,6,-0.2
COc1ccc(Nc2cc(Cl)nc(N)n2)cc1,1.1,-1.1,-14,-10,3,-2,-13,6,-0.4
CCOc1ccc(NC(=O)c2ccc3c(SCC(=O)O)c4c(nc3c2)CCCC4)cc1,1.1,1.1,-7,1,0,-3,1,-5,0.0
CCN(/N=C/c1ccccc1)c1cc(=O)n(C)c(=O)[nH]1,-1.2,0.9,-4,-6,4,-1,5,17,0.6
COC(=O)Cn1c(CCS(=O)(=O)c2ccc(C)c(C)c2)nc2ccccc21,0.7,1.9,-7,-10,-12,-10,-4,16,0.5
C=CCOc1ccc(C2C(C#N)=C(N)N(Nc3ccccc3)C3=C2C(=O)CC(C)(C)C3)cc1OC (centres undefined),0.8,-9.3,9,-11,5,94*,-4,10,-0.2
Cc1ccn2c(CN3CCOCC3)c(-c3ccccc3)nc2c1,-0.3,-3.0,5,-9,11,0,-10,57,-0.3
O=C(CC1C(=O)NCCN1Cc1ccoc1)NCCc1ccc(Cl)cc1 (centres undefined),-1.5,-0.4,-5,-12,13,1,-6,23,-0.1
CCn1c2ccccc2c2nc3ccccc3nc21,0.3,-3.5,-19,-19,-6,-5,18,42,-0.4
CC1CCC(C(=O)c2c(O)c3ccccc3oc2=O)CC1 (centres undefined),-1.0,-1.5,-10,-10,9,2,-9,66,0.3
Oc1[nH]c2ccccc2c1C=Nc1ccc2c(c1)OCO2,-0.2,-1.4,-10,-4,33,7,11,42,0.5
C/C(=N\NC(=O)c1ccc(Cl)cc1)c1cccc(NC(=O)c2cccnc2)c1,1.6,1.2,-23,-3,30,-9,-15,7,1.2
O=C1Nc2ccccc2SC(c2ccccc2)C1O (centres undefined),0.1,-1.2,/,-21,0,-10,67*,-3,0.2
COC(=O)c1nc(C(=O)OC)c(C(=O)OC)nc1C(=O)OC,1.4,1.8,-29,-2,1,2,-12,18,0.7
c1ccc(-n2nnnc2Oc2ccc(-n3ccnc3)cc2)cc1,0.2,-5.4,-25,-7,6,3,-14,53,0.2
C=CCn1c(SCC(=O)N2CC(=O)Nc3ccccc32)nc2scc(-c3ccccc3)c2c1=O,1.3,-1.6,7,-125,11,-6,-160,45,0.1
O=S1(=O)c2cccc3cccc(c23)N1Cc1ccc(-c2nnco2)cc1,-0.1,-1.8,8,-30,1[5 µM],3,-1,10,0.2
CCOC(=O)Cc1csc(N/N=C/c2ccc(Cl)cc2)n1,1.8,-0.6,-31,-23,10,-1,-9,37,0.8
O=C(Nc1c(Cl)cc(Cl)cc1C(=O)NCCN1CCOCC1)c1ccc(Cl)cc1Cl,0.2,0.7,/,-2,7,2,-6,12,0.2
CCOC(=O)CC(=O)CSc1nc2c(cc1C#N)CCC2,-0.1,-0.8,-4,-15,-14,15,-3,-29,0.1

# Next section; it opens with the 3 that closed the last part.
SMILES,TRPN1 ag,TNF necrop inh,Mdm2 ligase inh,p47phox inh,PPC-1+TRAIL kill,Runt-SMMHC FRET,EBV gp42 inh,CHOP inh,TRPML3 agonist
CCOC(=O)Cc1csc(N/N=C/c2ccc(Cl)cc2)n1,1.8,-0.6,-31,-23,10,-1,-9,37,0.8
O=C(Nc1c(Cl)cc(Cl)cc1C(=O)NCCN1CCOCC1)c1ccc(Cl)cc1Cl,0.2,0.7,/,-2,7,2,-6,12,0.2
CCOC(=O)CC(=O)CSc1nc2c(cc1C#N)CCC2,-0.1,-0.8,-4,-15,-14,15,-3,-29,0.1
O=C(Nc1ccc2nc3ccccc3nc2c1)c1ccccc1,2.5,1.9,-23,2,11,64,73*,18,0.8
COc1ccccc1-n1c(CNC(=O)c2cccs2)n[nH]c1=S,2.0,-0.2,-13,-5,16,4,-5,3,0.0
C=CCn1c(SCc2c(C)noc2C)nc2sc3c(c2c1=O)CCCC3,0.5,-4.4,-9,-2,7,-2,-13,83*,-0.1
Cc1ccc(C(=O)OCC(=O)NCc2ccco2)s1,1.1,0.8,-5,-1,34,-7,12,11,0.5
Cc1ccc(NC(=O)CSc2ncnc3ccccc23)cc1S(=O)(=O)N1CCCCC1,4.8,-0.1,-4,-78,27,-4,-32,48,1.3
CN(C)c1ccc(/C=N/N=C/c2ccccc2O)cc1,1.0,-0.3,-53,-2,16,-293,-6,81*,0.5
C/C(=N/OC(=O)C1CC12CCC2)c1ccc(Br)cc1 (centres undefined),-1.2,-0.3,-8,20,-10,0,-13,1,-1.2
c1ccc(Cn2c(SCCN3CCOCC3)nnc2-c2cccnc2)cc1,0.0,-3.1,-4,-4,18,0,-7,10,0.6
CC(=C/c1ccco1)/C=N/NC(=O)CSc1nnc(SCc2ccc(C)cc2)s1,0.8,-0.5,-16,-25,-6,5,-14,80*,-0.7
C/C(=N\NC(=S)NCc1ccccc1)c1ccc2ccccc2c1,-1.9,2.0,-3,-9,31,3,-6,13,0.5
C/C=C\C(=O)Nc1cccc(C2=NOC3(C2)C[C@@H](C(N)=O)N(C(=O)c2ccc(Cl)cc2)C3)c1 (some centres undefined),/,4.6,5,-4,1,-1,-13,-6,/
COCC(=O)OCC(=O)Nc1ccc(Cl)cc1[N+](=O)[O-],-1.6,1.2,-5,18,30,-4,-3,-2,0.6
Cc1occc1C(=O)N1CCN(Cc2ccccc2)CC1,1.8,-0.3,-7,-11,5,-2,-16,8,1.2
CCn1c(SCC(=O)NC2CCS(=O)(=O)C2)nnc1-c1ccccc1 (centres undefined),-0.1,0.5,-10,4,18,3,7,5,0.5
CC1CCCCC1NC(=O)CN1C(=O)NC(Cc2ccccc2)(Cc2ccccc2)C1=O (centres undefined),-0.1,-0.6,/,-15,17,-2,-42,9,0.6
COC(=O)c1ccccc1NC(=O)CSc1nnc(Cc2ccc(Cl)cc2)o1,0.1,0.5,-10,0,16,-8,-8,38,0.7
COc1cccc(N(CC(=O)O)S(=O)(=O)c2ccccc2)c1,0.5,-1.7,-12,-4,8,-5,-13,-4,0.1
CC1(C)Cc2cccc(C(=O)NCc3ccco3)c2O1,-0.2,1.7,-9,-10,2,0,-15,-6,-0.6
Cc1cccnc1NC(=S)Nc1ccc(F)cc1F,0.0,-0.4,-8,/,1,34,-6,-23,0.8
O=C(CSc1nc(-c2ccccc2)nc2ccc(F)cc12)Nc1cccc(C(=O)O)c1,1.5,1.3,/,-27,22,-4,6,1,0.5
N=C1C(c2ccccc2)=C(O)CN1c1cccc(S(=O)(=O)NCc2ccco2)c1,-0.3,1.0,-13,-9,-14,-1,-6,2,0.2
CC(C)C(=O)N1CCC2(CC1)Oc1ccc(F)cc1C(=O)C21CC(c2cccnc2)=NO1 (centres undefined),/,3.0,-2,-6,-13,0,-21,24,/
COc1cccc(C(=O)Nc2cccc(C(C)=O)c2)c1,-0.3,0.0,9,6,26,2,-16,-22,0.0
COc1ccccc1NC(=O)/C=C/c1ccc(OC)c(S(=O)(=O)N2CCOCC2)c1,1.0,1.5,1,0,10,0,-17,12,3.8
CCCCC(=O)NC(c1cccs1)c1cc(Cl)c2cccnc2c1O (centres undefined),1.3,-11,-1,-4,26,-80,-14,97*,0.2
CC(=O)c1ccc(N2CCN(C(=O)c3cc(-c4cccnc4)nc4ccc(Br)cc34)CC2)cc1,0.7,-3.0,-10,-8,19,0,7,14,0.6
COC(=O)c1cc(NC(=O)C2COc3ccccc3O2)cc(C(=O)OC)c1 (centres undefined),0.0,-0.9,-16,-19,32,-1,-20,14,0.7
Cc1ccc(SCC(=O)NCCN2C(=O)CSC2=O)cc1C,-1.0,1.0,-6,0,18,-6,-5,8,0.2
COc1ccc([C@H]2[C@@H](C#N)[C@H](C#N)N3CCCN23)cc1,0.2,-0.4,/,-17,18,1,-13,21,1.0
COc1ccc(COc2cc(-c3cccc(OC)c3)nc3ccc(NC(C)=O)cc23)cc1,1.4,2.8,/,-11,20,-4,7,14,0.3
